Assay outcomes from PubChem.
AMPAR-TARP mod = modulates AMPAR-stargazin complexes; 40,000 compounds, 3.5% hits; O88602+P19491; AID 1259245; HEK293 GluA2+stargazin, membrane potential dye (FDSS), glutamate EC50; hits were called plate by plate, in both directions; calls only at 30 µM;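 active = any of four per-well response measures lying three or more SD from its plate-wide compound average, in either direction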
Target sequence (O88602 whole entry, looked up): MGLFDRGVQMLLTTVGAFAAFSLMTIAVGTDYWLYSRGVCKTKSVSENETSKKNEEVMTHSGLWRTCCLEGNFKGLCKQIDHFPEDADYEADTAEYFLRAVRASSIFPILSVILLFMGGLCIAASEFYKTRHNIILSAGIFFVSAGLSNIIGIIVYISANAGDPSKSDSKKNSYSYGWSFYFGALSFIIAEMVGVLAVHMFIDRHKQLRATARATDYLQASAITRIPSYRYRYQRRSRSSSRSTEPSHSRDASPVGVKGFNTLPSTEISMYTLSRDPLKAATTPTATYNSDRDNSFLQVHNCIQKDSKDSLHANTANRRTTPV
Target sequence (P19491 whole entry, looked up): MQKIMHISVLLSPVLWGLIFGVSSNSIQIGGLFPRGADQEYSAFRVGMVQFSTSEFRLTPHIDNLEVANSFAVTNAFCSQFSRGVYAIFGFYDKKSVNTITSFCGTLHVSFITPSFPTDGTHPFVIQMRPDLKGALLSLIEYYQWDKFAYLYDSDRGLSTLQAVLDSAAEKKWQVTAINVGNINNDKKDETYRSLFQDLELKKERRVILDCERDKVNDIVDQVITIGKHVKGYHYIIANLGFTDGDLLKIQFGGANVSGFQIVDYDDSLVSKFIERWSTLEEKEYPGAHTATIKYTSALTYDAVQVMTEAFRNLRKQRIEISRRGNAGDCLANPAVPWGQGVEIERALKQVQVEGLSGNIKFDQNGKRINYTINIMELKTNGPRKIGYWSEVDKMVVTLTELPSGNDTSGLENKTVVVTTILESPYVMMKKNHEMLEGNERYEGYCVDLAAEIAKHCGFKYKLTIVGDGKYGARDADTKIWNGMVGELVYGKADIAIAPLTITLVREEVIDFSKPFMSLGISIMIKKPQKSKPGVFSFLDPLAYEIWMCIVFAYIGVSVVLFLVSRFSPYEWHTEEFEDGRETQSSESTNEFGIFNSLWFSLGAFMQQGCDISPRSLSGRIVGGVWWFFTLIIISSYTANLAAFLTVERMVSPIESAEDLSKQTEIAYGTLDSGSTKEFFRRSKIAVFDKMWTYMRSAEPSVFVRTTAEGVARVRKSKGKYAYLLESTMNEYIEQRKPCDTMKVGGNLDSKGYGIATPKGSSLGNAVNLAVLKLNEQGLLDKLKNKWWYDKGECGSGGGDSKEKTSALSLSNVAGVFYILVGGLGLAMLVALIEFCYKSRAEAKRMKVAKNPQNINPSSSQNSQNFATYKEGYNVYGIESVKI
AMPAR-TARP mod agonism max-min = recorded beside AMPAR-TARP mod, whose call it bears; compound max-min signal; compound-alone response (agonism);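 unitless range of fluorescence divided by baseline over first 100 seconds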
AMPAR-TARP mod glutamate slope = further read-out of AMPAR-TARP mod, marked with its call; glutamate slope, % of max; measured here: glutamate response slope, % max;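 scaled per plate between vehicle wells and maximal 1 mM glutamate control wells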
An asterisk follows results filed as active; i = inactive; + = active, no number; & = joins results of further samples. Only part of the results is shown; the hit share may differ from the screen's.

AMPAR-TARP mod agonism max-min	AMPAR-TARP mod	AMPAR-TARP mod glutamate slope	SMILES
0.17	i	36	Cc1cccc(S(=O)(=O)Nc2ccc(Cl)c(Cl)c2)c1
0.21	i	39	CC(C)(Oc1ccc(Cl)cc1)C(=O)NCC(C)(O)c1ccc2c(c1)OCO2 (configuration not stated)
0.086	i	101	O=C(NCc1ccco1)C(=O)Nc1ccc(Cl)c(N2CCCS2(=O)=O)c1
0.04	i	59	O=C(NCc1cccs1)NCC(c1ccsc1)N1CCCC1 (configuration not stated)
0.025	i	41	CC(=O)Nc1ncc(CN2CCNCC2)s1
0.1	i	61	O=C(CCCS(=O)(=O)c1ccc(F)cc1)Nc1nc2c(Cl)c(Cl)ccc2s1
0.071&0.043	i	47&86	CC(=O)Nc1ccc(C(=O)CN2C(=O)CSC2=O)cc1
0.028	i	52	O=C(NCCOc1ccc(-c2ccco2)nn1)c1cccs1
0.11*	+	3.5*	CC(C)S(=O)(=O)c1ccc(C(=O)Nc2nc3ccc(Br)cc3s2)cc1
0.15	i	83	COc1ccc(F)cc1S(=O)(=O)NCCn1nc(-c2cccs2)n(C)c1=O
0.1	i	58	O=C(Cn1c(=O)oc2ccccc21)NCC(O)(c1ccco1)C1CC1 (configuration not stated)
0.088*	+	61*	O=C(CC1CCCCN1S(=O)(=O)c1ccccc1)NC1CCCCCC1 (configuration not stated)
0.12	i	55	CCOc1ccc(N2C(=O)C3N=NN(CC(=O)Nc4ccc(OC)cc4OC)C3C2=O)cc1 (configuration not stated)
0.12	i	54	COc1ccc(C(=O)/C=C/c2ccccc2Cl)c(OC)c1
0.11	i	71	O=C(NCCOc1ccc(-c2ccco2)nn1)c1ccc2ccccc2c1
0.1	i	34	O=C(c1ccc(Cl)cc1)N1CCC2(CC1)NC(=O)N(Cc1ccc(F)cc1)C2=O
0.06	i	69	CC(C)NC(=O)Cn1c(C2CC(=O)N(Cc3ccccc3)C2)nc2ccccc21 (configuration not stated)
0.12	i	54	CCc1c(C)nc(-n2nc(-c3ccco3)cc2NC(=O)c2ccc(Br)o2)[nH]c1=O
0.083	i	68	CCc1nnc(NS(=O)(=O)c2ccc(NC(=O)CN3C(=O)CCC3=O)cc2)s1
0.098	i	63	O=C(CN1CCN(c2ccc(F)c(F)c2)C1=O)NC1CCS(=O)(=O)C1 (configuration not stated)
0.12	i	56	COc1ccc(OC)c(-c2cc(C(=O)N3CCC(Cn4cccn4)CC3)[nH]n2)c1
0.053	i	40	O=C(CSc1ccc(NC(=O)c2ccccc2)nn1)NCc1ccco1
0.031	i	47	Cc1ccc(CNC(=O)c2nnn(-c3ccc(F)cc3)c2-c2ccncc2)cc1C
0.07	i	46	COc1ccc(S(=O)(=O)NCC(c2ccsc2)N2CCCCCC2)cc1C (configuration not stated)
0.14*	+	34*	Cc1c(C)c(C)c(S(=O)(=O)NCCC(O)c2ccco2)c(C)c1C (configuration not stated)
0.042	i	61	CC1CCCCN1S(=O)(=O)c1ccc(Oc2ccccc2)cc1 (configuration not stated)
0.31*	+	87*	Cc1nc2c(c(=O)c3ccccc3n2C)c(=O)n1C1CCCCCC1
0.075	i	40	O=C1OC(=O)c2ccc(Br)c3cccc1c23
0.062	i	46	O=c1c2nc(N3CCOCC3)sc2c(-c2ccco2)nn1CCc1ccccc1
0.08	i	64	Cc1nc(NCc2ccc(F)cc2)nc(NCc2ccco2)c1[N+](=O)[O-]
0.083	i	55	CCc1ccc(NCc2cc3cc4c(cc3n(CC(=O)Nc3cc(C)ccc3C)c2=O)OCCO4)cc1
0.086	i	56	O=C(c1ccco1)N1CCN(S(=O)(=O)c2c(Cl)cccc2Cl)CC1
0.1	i	65	Cc1cccc(OCC(O)Cn2c(N3CCN(c4ccccc4)CC3)nc3c2c(=O)n(C)c(=O)n3C)c1 (configuration not stated)
0.067	i	47	CCN(CC)c1ccc(N2CCN(S(=O)(=O)c3ccc(Cl)cc3)CC2)nn1
0.03	i	60	CCCC(=O)Nc1ccc(C(=O)N/N=C/c2c(C)[nH]c3ccccc23)cc1
0.071	i	62	O=C(Cc1csc(-n2cccc2)n1)N1CCN(c2ccccn2)CC1

Four compounds drawn at random from the list so far, as already listed:
AMPAR-TARP mod agonism max-min	AMPAR-TARP mod	AMPAR-TARP mod glutamate slope	SMILES
0.067	i	47	CCN(CC)c1ccc(N2CCN(S(=O)(=O)c3ccc(Cl)cc3)CC2)nn1
0.1	i	65	Cc1cccc(OCC(O)Cn2c(N3CCN(c4ccccc4)CC3)nc3c2c(=O)n(C)c(=O)n3C)c1 (configuration not stated)
0.086	i	56	O=C(c1ccco1)N1CCN(S(=O)(=O)c2c(Cl)cccc2Cl)CC1
0.075	i	40	O=C1OC(=O)c2ccc(Br)c3cccc1c23

New compounds follow:
AMPAR-TARP mod agonism max-min	AMPAR-TARP mod	AMPAR-TARP mod glutamate slope	SMILES
0.061	i	56	O=C(NCCN1CCC(c2cccs2)CC1)Nc1cccs1
0.069	i	59	Cc1ccc(-n2c(C)cn3c4c(=O)n(CC(N)=O)c(=O)n(C)c4nc23)cc1
0.057	i	47	CS(=O)(=O)N1CCC(CNC(=O)CCC2CCCCC2)CC1
0.052&0.024	i	53&104	COc1ccc(CCNC(=O)COc2c(C)ccc(C)c2C)cc1OC
0.044	i	64	CCOC(=O)C(=O)Nc1cccc(N2CCCCC2=O)c1
0.056	i	45	CSc1ccccc1C(=O)Nc1sc(SCC(N)=O)nc1-c1ccccc1
0.083	i	43	CCn1nc(C)cc1C(=O)Nc1nc(-c2cccs2)cs1
0.11	i	59	CCOc1ccc(CC(=O)Nc2nc3cc(OC)c(OC)cc3s2)cc1
0.12	i	66	Cc1ccc(S(=O)(=O)N2CCCc3cc(NS(=O)(=O)c4ccc(C)cc4C)ccc32)cc1
0.097	i	62	Cc1cc(=O)[nH]c(-n2nc(C3CC3)cc2NC(=O)C(c2ccccc2)c2ccccc2)n1
0.081	i	59	COc1ccc(S(=O)(=O)CCCC(=O)Nc2nc3c(Cl)c(Cl)ccc3s2)cc1
0.093	i	51	O=C(CCSc1ccccc1)N1CCN(C(=O)c2cnn3ccccc23)CC1
0.11	i	54	COc1ccc(Cl)cc1NC(=O)CCc1c(C)nn(-c2nc(C)cc(=O)[nH]2)c1C
0.11	i	59	Cc1nn(C2CCS(=O)(=O)C2)c(C)c1CC(=O)N1CCN(c2ccccc2F)CC1 (configuration not stated)
0.093	i	66	O=C(NCC(=O)N1CCn2c1nc1ccccc12)c1c[nH]c2ccccc12
0.088	i	61	O=C(Nc1ccccc1)N1CCC(c2nnc(-c3ccco3)o2)CC1
0.091	i	38	COc1cn(CC(=O)NC2CCCC2)c(CSc2ccc(C)cc2)cc1=O
0.078	i	54	NC(=O)C1CCN(C(=O)c2nn(-c3ccc(F)cc3)cc2OCc2ccccc2)CC1
0.11	i	72	COc1ccc(-n2nnc3c(N4CCN(C(=O)c5ccc(Br)o5)CC4)ncnc32)cc1
0.085	i	20	O=S(=O)(c1cccs1)N1CCN(c2ccc(-c3ccco3)nn2)CC1
0.074	i	51	Cc1ccccc1NCCCNc1ccccc1C
0.11	i	65	O=C(CSc1nc2ccsc2c(=O)n1Cc1ccc2c(c1)OCO2)NCc1ccccc1Cl
0.08	i	55	COc1ccc(NC(=O)CCCn2nc(-c3ccco3)ccc2=O)cc1OC
0.077	i	53	COc1cccc(OCCOCC(O)CN2CCN(c3ccc(F)cc3)CC2)c1 (configuration not stated)
0.089	i	63	CC(C)(C)NC(=O)N1CCC(c2nnc(-c3ccco3)o2)CC1
0.074	i	50	Cc1nc(SCC(=O)Nc2ccc(Br)cc2)n[nH]1
0.16	i	52	O=C(NCCCn1nc(-c2ccc(F)cc2)ccc1=O)Nc1cccs1
0.13	i	84	Cc1ccc(NC(=O)C(=O)NCC(c2ccco2)N(C)C)c([N+](=O)[O-])c1 (configuration not stated)
0.062	i	42	Cn1cccc(C(=O)Nc2ccc(CC(=O)N3CCC(O)CC3)cc2)c1=O
0.071	i	54	CCCOc1ccc(S(=O)(=O)NCC2CCN(S(=O)(=O)C3CC3)CC2)cc1C
0.094	i	74	Cc1ccc(S(=O)(=O)N(C)c2cc(S(=O)(=O)N3CCC(C)CC3)c(C)cc2C)cc1
0.12	i	82	CN(C1CC1)S(=O)(=O)c1ccc(C(=O)Nc2nc(-c3ccc(C#N)cc3)cs2)cc1
0.11	i	68	COc1ccc(-n2nnnc2CNC(=O)Nc2ccc(OC)c(OC)c2)cc1
0.09&0.037	i	46&98	CCOc1ccccc1NC(=O)Cn1nc2ccc(C(=O)Nc3cccc(C)c3)cn2c1=O
0.058	i	44	COc1ccc(OCCn2c(C3CC(=O)N(C)C3)nc3ccccc32)cc1 (configuration not stated)
0.084	i	52	O=C(NCC(c1cccc2ccccc12)N1CCCC1)C(=O)Nc1ccncc1 (configuration not stated)
0.074	i	50	COc1ccc(C(=O)Nc2ccc3scnc3c2)cc1
0.096	i	43	O=C(NCCNC(=O)c1ccccc1Cl)c1ccc(NC(=O)c2ccc(F)cc2)cc1
0.093	i	61	O=C(NCCNc1cc(-n2cccn2)ncn1)Nc1ccc2c(c1)OCCO2
0.19	i	51	Cc1noc(C2CN(C(=O)c3cc(=O)c4ccccc4o3)C2)n1
0.047	i	55	CCN1CCN(C(CNS(=O)(=O)c2cccs2)c2cccnc2)CC1 (configuration not stated)
0.069	i	51	COc1ccc(NC(=O)CSc2ccc(NC(=O)c3cccs3)nn2)cc1OC
0.16*	+	39*	Cc1cc(C)c(N2CCN(C(=O)c3cc4cc(Br)ccc4oc3=O)CC2)c(C)c1
0.17	i	68	COc1ccc(-c2c(C)nn3c(Cl)cc(C)nc23)cc1OC
0.083	i	60	COc1cccc(-n2nnnc2SCC(=O)NCCc2c[nH]c3cc(OC)ccc23)c1
0.033	i	51	Cc1ccc(N/C(N)=N/c2nc(CSc3ccc(C)cc3)cc(=O)[nH]2)cc1
0.093	i	61	CC(C)c1cc(=O)n(CC(=O)Nc2ccc(S(=O)(=O)Nc3nccs3)cc2)cn1
0.16	i	66	Cc1ccc(CNC(=O)CSc2nc(=O)n(N3CCN(C)CC3)c3c2CCC3)cc1
0.089	i	69	CCOC(=O)C(C)Oc1ccc2c(c1)O/C(=C\c1cc(OC)c(OC)c(OC)c1)C2=O (configuration not stated)

In the list so far, 16 contain a furan ring, fused or not:
AMPAR-TARP mod agonism max-min	AMPAR-TARP mod	AMPAR-TARP mod glutamate slope	SMILES
0.086	i	101	O=C(NCc1ccco1)C(=O)Nc1ccc(Cl)c(N2CCCS2(=O)=O)c1
0.028	i	52	O=C(NCCOc1ccc(-c2ccco2)nn1)c1cccs1
0.1	i	58	O=C(Cn1c(=O)oc2ccccc21)NCC(O)(c1ccco1)C1CC1 (configuration not stated)
0.11	i	71	O=C(NCCOc1ccc(-c2ccco2)nn1)c1ccc2ccccc2c1
0.12	i	54	CCc1c(C)nc(-n2nc(-c3ccco3)cc2NC(=O)c2ccc(Br)o2)[nH]c1=O
0.053	i	40	O=C(CSc1ccc(NC(=O)c2ccccc2)nn1)NCc1ccco1
0.14*	+	34*	Cc1c(C)c(C)c(S(=O)(=O)NCCC(O)c2ccco2)c(C)c1C (configuration not stated)
0.062	i	46	O=c1c2nc(N3CCOCC3)sc2c(-c2ccco2)nn1CCc1ccccc1
0.08	i	64	Cc1nc(NCc2ccc(F)cc2)nc(NCc2ccco2)c1[N+](=O)[O-]
0.086	i	56	O=C(c1ccco1)N1CCN(S(=O)(=O)c2c(Cl)cccc2Cl)CC1
0.088	i	61	O=C(Nc1ccccc1)N1CCC(c2nnc(-c3ccco3)o2)CC1
0.11	i	72	COc1ccc(-n2nnc3c(N4CCN(C(=O)c5ccc(Br)o5)CC4)ncnc32)cc1
0.085	i	20	O=S(=O)(c1cccs1)N1CCN(c2ccc(-c3ccco3)nn2)CC1
0.08	i	55	COc1ccc(NC(=O)CCCn2nc(-c3ccco3)ccc2=O)cc1OC
0.089	i	63	CC(C)(C)NC(=O)N1CCC(c2nnc(-c3ccco3)o2)CC1
0.13	i	84	Cc1ccc(NC(=O)C(=O)NCC(c2ccco2)N(C)C)c([N+](=O)[O-])c1 (configuration not stated)
